Screening results: PubChem BioAssay, Johns Hopkins Ion Channel Center
KCNK3 block – human KCNK3 channel inhibition, primary screen; O14649; CHO-KCNK3 thallium flux, FluxOR fluorescence; active compounds read low; B-score at 10 µM; 340,000 tested, 0.84% active;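 active means B-score under library mean minus 4 SD, starting fluorescence ratio at most library mean plus 5 SD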;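 further: more negative B-score means stronger inhibition of thallium flux through KCNK3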
MrgX1 ag – human MrgX1 receptor agonism, primary screen; Q96LB2; MrgX1-HEK293 cells, Fluo-4 calcium fluorescence, agonist mode; active compounds read high; B-score at 10 µM; 310,000 tested, 0.44% active; AID 588627;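 active means calcium response B-score plate-corrected fluorescence ratio at least 3 library SD, with starting fluorescence B-score inside 5 SD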
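Material: MrgX1-expressing HEK293 cells; input: 15,000 cells per well; doses: test compound given as first of three sequential additions; schedule: overnight plating before 1 h dye loading; technique: Fluo-4 NW calcium-flux fluorescence, kinetic read; evaluation: baseline-normalised fluorescence change ratio, B-scored; control set: plate-wise positive and negative controls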
KCNQ1 pot – potentiates or activates the human KCNQ1 potassium channel; AID 2648; CHO-K1 KCNQ1, thallium flux FluxOR fluorescence; active compounds read high; 310,000 tested, 0.35% active; P51787; B-score at 10 µM;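 active means fluorescence ratio B-score, a plate-corrected score, at least three library SD, with initial intensity B-score within 5 SD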
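Medium – assay buffer, equal DMSO in all wells · Material – CHO-K1 cell line with stable KCNQ1 potassium channel expression · Signal – kinetic FluxOR thallium fluorescence, 10-s 1-Hz baseline, 110-s post-stimulus read · Compound – single concentration per compound, DMSO matched to controls · Schedule – 37 °C overnight plating, 90-min dark dye load, 20-min compound pretreatment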
KCNQ1 block – blocks the human KCNQ1 potassium channel; CHO-K1 KCNQ1, FluxOR thallium flux fluorescence; active compounds read high; B-score at 10 µM; 310,000 tested, 1.3% active;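 active means compounds whose thallium flux B-score, printed positive for inhibition, exceeds three library SD while starting fluorescence stays within three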;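 further: channel opened by potassium depolarization with thallium stimulus after 20 min compound exposure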
RGS4 block – human RGS4 inhibition; HEK293 M3R/RGS4 inducible, Fluo-4 calcium flux; active compounds read high; triggered by carbachol at its EC20; 310,000 tested, 0.45% active; B-score at 10 µM; AID 463165;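 active means B-score, a plate-corrected calcium signal, over three deviations above library mean, with baseline fluorescence within five deviations of library mean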;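 further: RGS4 expression induced by doxycycline in cells with stable M3 receptor; B-score is computed from the integrated fluorescence ratio over baseline after carbachol; higher B-score means a larger calcium signal and so more RGS4 inhibition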
TMEM16A act – activators or potentiators of mouse TMEM16A chloride channel. HEK293 TMEM16A/YFP-H148Q/I152L, iodide quench fluorescence; active compounds read low. B-score at 10 µM. 340,000 tested, 0.3% active. AID 623877;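 active means fluorescence-ratio B-score plate-corrected deviation score at least 3 library SD below zero, with starting fluorescence score within 5 deviations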;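 further: channel opened by trigger with iodide after compound preincubation; score built on the fluorescence ratio of max minus min over baseline; more negative score means more quench and so TMEM16A activation or potentiation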
MrgX1 allo act – human MrgX1 positive allosteric modulation, primary screen. 310,000 tested, 0.63% active. B-score at 10 µM. AID 588675. MrgX1-HEK293, Fluo-4 calcium flux, FDSS; active compounds read high. Q96LB2;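 active means plate-corrected calcium response at least 3 library SD above typical, normal starting fluorescence, not activating the receptor alone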;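 further: compound read alongside a low EC10 to EC30 dose of BAM8-22 agonist; peak minus trough fluorescence over baseline measured at the second addition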
hERG rescue – compounds protecting human hERG from proarrhythmic drug block; CHO-hERG, FluxOR thallium flux, dofetilide IC70 present; 310,000 tested, 0.51% active; activation (rescue from dofetilide block), less the hit threshold, % at 10 µM;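 active means activation above the mean of controls blocked by dofetilide plus 5 SD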;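 further: thallium influx through hERG after potassium depolarization seen as dye fluorescence rise; in these data hits start at about 4.7%; inactives centre near -7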
Target sequence (Q12809 whole entry, looked up): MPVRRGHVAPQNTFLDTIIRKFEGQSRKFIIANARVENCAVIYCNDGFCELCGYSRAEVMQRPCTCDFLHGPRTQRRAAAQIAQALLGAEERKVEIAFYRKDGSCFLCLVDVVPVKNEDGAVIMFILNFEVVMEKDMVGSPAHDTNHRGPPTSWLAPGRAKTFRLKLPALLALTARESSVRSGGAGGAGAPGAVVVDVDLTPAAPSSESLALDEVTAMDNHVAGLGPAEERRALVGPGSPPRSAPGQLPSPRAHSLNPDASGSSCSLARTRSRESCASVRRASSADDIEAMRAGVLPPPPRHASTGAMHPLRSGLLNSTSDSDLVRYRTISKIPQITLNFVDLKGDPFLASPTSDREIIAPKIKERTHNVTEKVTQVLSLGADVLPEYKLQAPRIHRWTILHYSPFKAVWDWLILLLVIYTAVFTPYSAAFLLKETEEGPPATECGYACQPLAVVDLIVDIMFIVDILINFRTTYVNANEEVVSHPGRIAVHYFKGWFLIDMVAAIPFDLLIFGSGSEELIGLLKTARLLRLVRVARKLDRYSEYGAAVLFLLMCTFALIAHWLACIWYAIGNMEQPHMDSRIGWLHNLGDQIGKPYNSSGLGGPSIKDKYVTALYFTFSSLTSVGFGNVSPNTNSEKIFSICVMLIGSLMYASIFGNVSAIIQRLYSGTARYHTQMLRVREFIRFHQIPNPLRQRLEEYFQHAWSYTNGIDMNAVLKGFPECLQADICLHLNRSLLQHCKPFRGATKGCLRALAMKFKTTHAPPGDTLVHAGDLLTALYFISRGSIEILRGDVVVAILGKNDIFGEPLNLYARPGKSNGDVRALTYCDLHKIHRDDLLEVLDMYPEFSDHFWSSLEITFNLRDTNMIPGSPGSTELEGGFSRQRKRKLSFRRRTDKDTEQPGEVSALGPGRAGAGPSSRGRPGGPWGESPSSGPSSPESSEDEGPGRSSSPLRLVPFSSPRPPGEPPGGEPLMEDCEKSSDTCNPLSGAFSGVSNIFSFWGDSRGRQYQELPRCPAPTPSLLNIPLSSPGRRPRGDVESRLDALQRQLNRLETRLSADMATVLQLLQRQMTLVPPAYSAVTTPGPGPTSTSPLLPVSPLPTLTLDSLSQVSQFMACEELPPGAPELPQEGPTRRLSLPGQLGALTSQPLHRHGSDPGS
ANO1 block – blocks the mouse calcium-activated chloride channel TMEM16A | Q8BHY3 | HEK293 TMEM16A/YFP iodide influx fluorescence, ionomycin | normalized B-score (activity score, 25-100; higher = stronger inhibition) at 10 µM | 310,000 tested, 1.2% active;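 active means ratio plate-corrected score three or more library SD toward inhibition, starting fluorescence score within five deviations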;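 further: score derived from kinetic fluorescence span divided by baseline fluorescence per well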
RGS4 pot – potentiators or activators of RGS4. B-score at 10 µM. AID 463111. 310,000 tested, 0.92% active. HEK293 M3R/inducible RGS4, carbachol calcium flux Fluo4; active compounds read low;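 active means B-score of the integrated calcium signal more than 4 SD below the library mean, with starting fluorescence not abnormally high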;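 further: negative B-score means reduced calcium response which marks RGS4 activation or potentiation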
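Material: M3R-expressing HEK293 line, RGS4 induced by doxycycline | Schedule: Overnight RGS4 induction, 30 min dye load 37 °C, 20 min compound RT | Measured by: Fluo4 fluorescence kinetic imaging of calcium | Read-out: Integrated calcium ratio converted to B score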
KCNK9 inh – human KCNK9 channel inhibition; Q9NPC2; B-score at 10 µM; HEK293 KCNK9, FluxOR thallium flux fluorescence; active compounds read low; 310,000 tested, 1.2% active;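 active means ratio B-score over 3 SD below the library mean, with starting fluorescence within 5 SD of its mean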;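 further: negative B-score means less thallium flux so channel inhibition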
Numbers without * were called inactive; i = inactive.

SMILES	KCNK3 block	MrgX1 ag	KCNQ1 pot	KCNQ1 block	RGS4 block	TMEM16A act	MrgX1 allo act	hERG rescue	ANO1 block	RGS4 pot	KCNK9 inh
COC(=O)Cc1ccc(NC(=S)NCCCO)cc1	i	i	i	i	i	i	i	-1.2	i	i	i
CCN=C1SCC(=O)N1c1ccc(OC)cc1	i	i	i	i	i	i	i	-4.5	i	i	i
N#C/C(=C\c1ccc(Cl)c([N+](=O)[O-])c1)c1ccccn1	i	i	i	i	9.01*	i	i	-14.4	i	i	i
CC1CCCC(C)N1C(=O)COC(=O)C(Cc1ccccc1)NC(=O)c1cccs1 (stereo not drawn)	i	i	i	i	i	i	i	-11.2	i	i	i
CC1CCN(c2cc(N3CCOCC3)c(F)cc2[N+](=O)[O-])CC1	i	i	i	i	i	i	i	-7.0	i	i	i
COc1ccc([C@@H]2C[C@H](c3ccccc3)Oc3cc(OC)c(OC)c(OC)c32)cc1	i	i	i	i	i	i	i	-15.9	i	i	-6.82*
Cc1ccc(C)c(S(=O)(=O)Nc2cc3c4c(c2)CCN4C(=O)CC3)c1	i	i	i	i	i	i	i	-8.6	i	i	i
OCC1(Cc2ccc(Cl)cc2)CCN(Cc2ccc(Oc3ncccn3)cc2)CC1	i	i	i	i	i	i	i	2.0	i	i	i
Cc1ccc(C(=O)NCCC(=O)NCc2cc(=O)n(C)c(=O)n2C)cc1	i	i	8*	i	i	i	i	-5.5	i	i	i
Cc1ccc(C(C(=O)NC(C)(C)C)N(C(=O)c2csnn2)c2cccc(F)c2)o1 (stereo not drawn)	i	i	i	i	i	i	i	-11.2	i	i	i
O=C1N=C(N2CCCC2)S/C1=C\c1ccccc1	i	i	i	i	i	i	i	-1.5	i	i	i
O=C(CN1CCN(S(=O)(=O)c2ccc(Cl)cc2)CC1)Nc1ccc2c(c1)OCO2	i	i	i	i	i	i	i	-5.5	i	i	i
COc1ccc(S(=O)(=O)NNC(=O)C2CC(c3cccnc3)=NO2)cc1 (stereo not drawn)	i	i	i	i	i	i	i	-8.4	i	i	i
N#C/C(=C(/O)CO/N=C/c1ccccc1Cl)c1nc2ccccc2[nH]1	i	i	i	i	i	i	i	-7.2	i	i	i
COC(=O)CN(c1ccc(C)cc1)S(=O)(=O)c1ccc2c(c1)n(C)c(=O)c(=O)n2C	i	i	i	i	i	i	i	-11.9	i	i	i
O=C(Cc1ccc(Cl)cc1Cl)NC1CCCCCC1	i	i	i	i	i	i	i	-5.7	i	i	i
Cc1cccc(N)c1-c1c(C)cccc1N	i	i	i	i	i	i	i	-10.7	i	i	i
O=C(COc1ccccc1)NCC(=O)Nc1cccc(S(=O)(=O)NC2=NCCC2)c1	i	i	i	i	i	i	i	-7.9	i	i	i
CC(C)(C)C(=O)Nc1ccc(C(=O)N/N=C/c2ccccc2OC(=O)c2ccc(Cl)cc2)cc1	i	i	i	i	i	i	i	-4.1	i	i	i
CCOC(=O)C1(CCOC)CCN(CC(C)Cc2ccc3c(c2)OCO3)CC1 (stereo not drawn)	i	i	i	i	i	i	i	-3.1	i	i	i
CCCn1c(=O)c2[nH]cnc2n(-c2ccc(Cl)cc2)c1=O	i	i	i	i	i	i	i	-2.4	i	i	i
O=C(COC(=O)/C=C/c1ccc(S(=O)(=O)N2CCOCC2)cc1)NC1CCCCCCC1	i	i	i	i	i	i	i	-20.4	i	i	i
CCOC(=O)Cn1c(=NC(=O)CC)sc2c(C)cc(C)cc21	i	i	i	i	i	i	i	-6.6	i	i	i
CCOc1ccc(S(=O)(=O)N2CCC(C(=O)N3CCN(c4ccccc4F)CC3)CC2)cc1C	i	i	i	i	i	i	i	-12.9	i	-7.24*	i
O=C(O)C(Cc1c[nH]c2ccccc12)NS(=O)(=O)c1ccc(Cl)cc1 (stereo not drawn)	i	i	i	i	i	i	i	-16.3	i	i	i
(continued)
SMILES	KCNK3 block	MrgX1 ag	KCNQ1 pot	KCNQ1 block	RGS4 block	TMEM16A act	MrgX1 allo act	hERG rescue	ANO1 block	RGS4 pot	KCNK9 inh
C#CCOC(=O)c1ccccc1C(=O)N(CC)CC	i	i	i	i	i	i	i	-5.7	i	i	i
O=C1CC[C@@H](CN(Cc2ccccn2)Cc2nc(Cc3ccccc3)no2)N1	i	i	i	i	i	i	i	-1.9	i	i	i
CCCOc1cc(C)c(S(=O)(=O)NC2CC(C)(C)NC(C)(C)C2)cc1C	i	i	i	i	i	i	i	-0.6	i	i	i
COCCn1c(=S)[nH]c2cc(C(=O)N3CC(C)CC(C)C3)ccc2c1=O (stereo not drawn)	i	i	i	i	i	i	i	-8.0	i	i	i
CNC(=O)[C@H](C)[C@@H]1C[C@@]1(C)[C@@H](NC(=O)OCc1ccccc1)c1ccccc1	i	i	i	i	i	i	i	-9.2	i	i	i
Cc1cccc(C(=O)N(Cc2ccc(C)o2)C2CCS(=O)(=O)C2)c1 (stereo not drawn)	i	i	i	i	i	i	i	-3.5	i	i	i
CC(OC(=O)CC(NC(=O)c1ccccc1Cl)c1ccccc1)C(=O)Nc1cccc(Cl)c1Cl (stereo not drawn)	i	i	i	i	i	i	i	-15.2	i	i	i
Cc1ccccc1/C=N/Nc1nc2ccccc2c(=O)n1O	i	i	i	i	i	i	i	-6.2	i	i	i
CCCc1oc(C(=O)O)cc1CN1CCOCC1	i	i	i	i	i	i	i	-7.6	i	i	i
CCN(CC)S(=O)(=O)c1cccc(NC(=O)CNc2cccc(S(=O)(=O)N3CCOCC3)c2)c1	i	i	i	i	i	i	i	-23.1	i	i	i
COc1ccnc(NCc2ccc(Cl)cc2)c1C#N	i	i	i	i	i	i	i	-7.2	i	i	i
O=C(NCCc1ccc(Cl)cc1)C(=O)c1c[nH]c2ccccc12	i	i	i	i	i	i	i	-0.6	i	i	i
N#C/C(=C\c1ccc(Cl)cc1Cl)c1n[nH]c(Cn2cncn2)n1	i	i	i	i	i	i	i	-8.6	i	i	i
Cc1nnc(Sc2c(-c3ccccc3)c3ccc(Cl)cc3[nH]c2=O)s1	i	i	i	i	i	i	i	-1.2	i	i	i
O=C1NC2=C(C(=O)CCC2)C(c2ccccc2[N+](=O)[O-])N1 (stereo not drawn)	i	i	i	i	i	i	i	-0.8	i	i	i
Cc1c([N+](=O)[O-])cc(C(=O)Oc2cccc(C(=S)N3CCOCC3)c2)cc1[N+](=O)[O-]	i	i	i	i	i	i	i	-9.1	i	i	i
COc1ccc(C(=O)Nc2ccc3[nH]ccc3c2)cc1	i	i	i	i	i	i	i	1.1	i	i	i
O=S(=O)(Cc1ccccc1)N1CCC(N2CCN(c3ccccc3)CC2)CC1	i	i	i	i	i	i	i	-3.2	i	i	i
CCOC(=O)CN1N=C(c2ccc(Cl)s2)CSC1=O	i	i	i	i	i	i	i	-7.7	i	i	i
COc1ccc(-c2ncncc2-c2ccc(OC)c(OC)c2)c(O)c1	i	i	i	i	i	i	i	-7.6	i	i	i
O=C(NCCCN1CCOCC1)c1cc(-c2ccc(O)cc2)on1	i	i	i	i	i	i	i	-10.2	i	i	i
CCCn1c(SCC(=O)Nc2ccc(Cl)cc2)n[nH]c1=O	i	i	i	i	i	i	i	-0.4	i	i	i
CCOc1ccc(C(=O)NC(C(=O)NCCc2ccc(OC(F)F)cc2)C(C)C)cc1 (stereo not drawn)	i	i	i	i	i	i	i	-10.8	i	i	i
COC(=O)c1ccccc1SC1CC(=O)N(c2ccccc2)C1=O (stereo not drawn)	i	i	i	i	i	i	i	-14.2	i	i	i
Cc1csc(OCc2ccc(C#N)cc2)n1	i	i	i	i	i	i	i	-15.2	i	i	i
(more compounds)
SMILES	KCNK3 block	MrgX1 ag	KCNQ1 pot	KCNQ1 block	RGS4 block	TMEM16A act	MrgX1 allo act	hERG rescue	ANO1 block	RGS4 pot	KCNK9 inh
O=C(c1nc2ccc(Cl)cn2c1CN1CCC[C@H]1CO)N1CCCCCCC1	i	i	i	i	i	i	i	-16.3	i	i	i
COc1ccc(OCC(=O)Nc2ccc3c(c2)nc(CCN2CCOCC2)n3C)cc1	i	i	i	i	i	i	i	-9.1	i	i	i
CC(C)(C)C(=O)Nc1ccc(C(=O)NNC(=O)c2ccccc2)cc1	i	i	i	i	i	i	i	-4.0	i	i	i
O=C1N/C(=C/c2ccc(N3CCCC3)cc2)C(=O)N1c1ccccc1	i	i	i	i	i	i	i	-4.8	i	i	i
COC(=O)c1sc2nc(CN3CCN(c4cccc(C(F)(F)F)c4)CC3)[nH]c(=O)c2c1C	i	i	i	i	i	i	i	-16.4	i	i	i
Cc1cccc(OCCCC(=O)O)c1C	i	i	i	i	i	i	i	-14.0	i	i	i
CCOC(=O)c1sc(-c2ccc(F)cc2)cc1N	i	i	i	i	i	i	i	-7.1	i	i	i
CC(=O)c1cccc(NC(=O)CNC(=O)c2cc3ccccc3o2)c1	i	i	i	i	i	i	i	-6.7	i	i	i
COc1ccc(-c2cc(C(=O)N(C)CC(=O)Nc3ccccc3Cl)c3ccccc3n2)cc1OC	i	i	i	i	i	i	i	-29.9	i	i	i
CCC(C)c1ccc(NC(=S)Nc2ccc(OC)cc2C)cc1 (stereo not drawn)	i	i	i	i	i	i	i	-10.0	i	i	i
CC(C)C(=O)N1CCN(c2ccccc2NC(=O)Cc2ccc(Cl)cc2)CC1	i	i	i	i	i	i	i	-9.6	i	i	i
CCOc1ccc(S(=O)(=O)N(C)c2ccc(OCC(=O)NCC3CCCO3)cc2)cc1 (stereo not drawn)	i	i	i	i	i	i	i	-6.9	i	i	i
O=S(=O)(Nc1ccc(C(F)(F)F)cc1)c1cnc[nH]1	i	i	i	i	i	i	i	-7.4	i	i	i
COc1ccc(CCNC(=O)C2CCCN(S(C)(=O)=O)C2)cc1 (stereo not drawn)	i	i	i	i	i	i	i	-1.6	i	i	i
O=C1C(Oc2ccccc2)C(c2cccs2)N1Cc1ccc2c(c1)OCO2 (stereo not drawn)	i	i	i	i	i	i	i	-4.5	i	i	i
COc1ccc(-c2noc(CSc3nnc(CCc4ccccc4)n3-c3ccccc3)n2)cc1OC	-9.66*	i	i	i	i	i	i	-12.4	i	i	i
O=c1[nH]c(SCc2nc3ccccc3c(=O)n2-c2ccccc2C(F)(F)F)nc2ccccc12	i	i	i	i	i	i	i	-12.8	i	i	-6.62*
COc1ccc(-c2nnc3ccc(SCC(=O)Nc4nccs4)nn23)cc1OC	i	i	i	i	i	i	i	-13.0	i	i	i

The order is random; any-hit rate near 6.3%.
